# From PubChem BioAssay
# FAS TE block: FAS thioesterase domain inhibitors, primary screen, biochemical, fluorescence intensity, uHTS; AID 602261, 2012; recombinant FAS-TE, OMFH fluorogenic substrate, fluorescence endpoint; inhibition, % at 15 µM; Fatty acid synthase (Homo sapiens), P49327; 360,000 compounds, 0.67% hits;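 active = compounds whose normalised, plate-corrected inhibition of enzyme fluorescence in the single-dose primary screen is 50% or more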;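 also: 0% = DMSO with enzyme and 100% = substrate without enzyme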
# Rin1 Abl inh: inhibitors of Rin1-Abl protein binding, primary screen, biochemical, TR-FRET. 360,000 compounds, 0.4% hits. Tyrosine-protein kinase ABL1 (Homo sapiens) + Ras and Rab interactor 1 (Homo sapiens), …. AID 588664, 2011. inhibition, % at 7.35 µM; in the data active = inhibition above about 5%, passing the limit was not always enough
# SKN-1 inh: suppressors of acrylamide-induced Pgst-4::GFP reporter in worms, primary screen, SKN-1 inhibitor project, whole organism, uHTS, GFP/RFP fluorescence ratio, strain VP596; 360,000 compounds, 0.49% hits; AID 624304, 2012; C. elegans VP596 Pgst-4::GFP/RFP ratio, 24 h; inhibition, % at 21.8 µM;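 active = interference check ratio from 0.5 to 1.5 plus GFP to RFP signal ratio inhibition reaching or exceeding a fixed threshold, cut at about 30% in these data, passing the limit was not always enough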; also: some compounds called inactive have numbers as strong as hits
# MLLE-PAM2 inh: inhibitors of PABP1 MLLE–PAM2 peptide binding, primary screen, biochemical, fluorescence polarization, FITC-PAM2, GST-MLLE; Polyadenylate-binding protein 1 (Homo sapiens), P11940; inhibition, % at 20 µM; 360,000 compounds, 0.36% hits; in the data active = inhibition above about 35%, passing the limit was not always enough;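 also: plate controls were DMSO wells with GST-MLLE for no effect and wells lacking GST-MLLE protein for full effect; some results filed as inactive read as strong as hits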
# Neddylation inh: inhibitors of cullin neddylation, primary screen, biochemical, TR-FRET, uHTS, NAE and Ubc12 | calls only at 25 µM | 360,000 compounds, 0.58% hits; in the data active = inhibition above about 36%
# bovine MsrA act: bovine MsrA enzyme activators, primary screen, biochemical, absorbance, HTS; purified bovine MsrA, absorbance read-out; 360,000 compounds, 0.3% hits; Methionine sulfoxide reductase A (Bos taurus); AID 602163, 2012; activation, % at 10.6 µM; in the data active = activation above about 7.5%;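 also: 0% = vehicle and 100% = reference activator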
# CendR NRP1 mod: modulators of CendR peptide binding to NRP-1, primary screen, biochemical, fluorescence polarization, uHTS; Neuropilin-1 (Homo sapiens), O14786; FAM-RPARPAR peptide binding to NRP-1; inhibition, % at 25 µM; 360,000 compounds, 0.85% hits; AID 602438, 2012;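 active = inhibition or corrected inhibition above about 18%, plus a signal ratio from 0.5 to 1.5, limit read from the data, passing the limit was not always enough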; also: strong numbers were not always called active
# MT1-MMP act inh: blockers of MT1-MMP proenzyme processing, primary screen, HT1080 RFP-PRO-GFP cells, GFP/RFP fluorescence; Matrix metalloproteinase-14 (Homo sapiens), P50281; GFP/RFP ratio fluorescence, overnight; percent of plate control window, DMSO zero; GFP/RFP ratio change, % at 20 µM; 360,000 compounds, 0.061% hits;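 active = GFP/RFP ratio change of at least 30% with cell ATP level not reduced by more than half and red fluorescence within 50% of control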; also: strong numbers were not always called active
#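 Compound: 20 µM single dose, 1% DMSO / System: HT1080 RFP-PRO-GFP cells / Controls: DMSO and RFP-L50D-GFP cell wells / Read-out basis: GFP/RFP fluorescence ratio / Schedule: overnight compound exposure at 37 °C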
# E coli Lon inh: inhibitors of E. coli Lon protease, primary screen, biochemical, fluorescence polarization; P0A9M0; purified E. coli Lon protease; inhibition, % at 7.94 µM; 360,000 compounds, 0.42% hits; AID 602123, 2011; in the data active = inhibition above about 13%, passing the limit was not always enough;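 also: 0% = enzyme with probe and DMSO and 100% = no enzyme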
# Target sequence (P0A9M0 whole entry, looked up): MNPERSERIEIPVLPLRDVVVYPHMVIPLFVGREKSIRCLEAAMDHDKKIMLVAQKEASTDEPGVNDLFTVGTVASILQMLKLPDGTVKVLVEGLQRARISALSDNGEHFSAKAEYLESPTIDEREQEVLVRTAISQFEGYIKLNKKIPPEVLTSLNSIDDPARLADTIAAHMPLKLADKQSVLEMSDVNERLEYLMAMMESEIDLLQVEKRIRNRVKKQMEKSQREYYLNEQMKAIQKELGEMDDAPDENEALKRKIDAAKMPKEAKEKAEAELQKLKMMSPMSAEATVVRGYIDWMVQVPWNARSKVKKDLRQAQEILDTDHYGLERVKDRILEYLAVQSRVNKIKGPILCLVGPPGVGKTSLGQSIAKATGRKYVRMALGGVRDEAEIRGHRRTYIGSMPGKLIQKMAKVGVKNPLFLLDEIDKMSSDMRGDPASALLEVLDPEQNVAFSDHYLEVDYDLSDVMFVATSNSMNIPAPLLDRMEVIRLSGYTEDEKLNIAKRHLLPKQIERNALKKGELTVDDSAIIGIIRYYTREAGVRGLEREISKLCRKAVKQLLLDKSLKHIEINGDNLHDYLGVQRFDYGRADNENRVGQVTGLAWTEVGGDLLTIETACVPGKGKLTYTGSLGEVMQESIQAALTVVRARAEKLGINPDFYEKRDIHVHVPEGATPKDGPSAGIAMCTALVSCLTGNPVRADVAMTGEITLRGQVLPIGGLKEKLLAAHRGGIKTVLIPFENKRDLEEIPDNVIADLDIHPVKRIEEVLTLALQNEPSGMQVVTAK
# * marks the source's active call; other numbers are inactive results; i = inactive; x = not tested or not shown; & = joins results of further samples.
smiles,FAS TE block,Rin1 Abl inh,SKN-1 inh,MLLE-PAM2 inh,Neddylation inh,bovine MsrA act,CendR NRP1 mod,MT1-MMP act inh,E coli Lon inh
O=C(/C=C/[C@H]1O[C@@H](n2ccc(=O)[nH]c2=O)[C@H](O)[C@@H]1O)NCc1ccc2c(c1)OCO2,-3.5,-2.6,2.4,11.1,i,-2.8,12.8,3.8,-5.6
Cc1cccc(-n2ncc3c(Nc4c(C)n(C)n(-c5ccccc5)c4=O)ncnc32)c1,2.3,0.2,2.8,1.5,i,-3.1,7.7,1.2,-1.2
O=C(NNc1ccccc1)Nc1ccccc1F,-2.3,-0.2,-5.3,-6.0,i,-6.9,0.5,-1.6,7.1
COc1cccc(N2CCN(C(=O)CCC(=O)N3CCOc4ccc(C)cc43)CC2)c1,3.3,1.1,-5.7,-8.2,i,2.5,-7.5,-1.6,0.6
CC1CCC2(CC1)NC(=O)N(CC(=O)NC(=O)Nc1ccc3c(c1)OCCO3)C2=O (configuration not stated),0.7,-4.0,10.4,-7.3,i,-2.4,15.1,-2.2,1.7
CCS(=O)(=O)c1ccc(C(=O)Nc2ccccc2OC)c(Cl)c1Cl,1.7,3.9,-2.4,1.2,i,-0.6,-16.3,2.3,6.7
O=C(CSCC(=O)N1CCN(c2ccccc2)CC1)Nc1nc(-c2ccc(Cl)s2)cs1,21.5,5.5,-6.0,0.5,i,-2.9,-5.4,4.2,-1.7
Cc1ccc(C)c(N(CC(=O)NC(C)(C)C)C(=O)CCC(=O)Nc2nccs2)c1,2.4,-0.1,8.1,-1.5,i,-7.0,0.1,0.5,1.8
CCC(C)[C@H](NS(=O)(=O)c1ccc(C)cc1)C(=O)N1CCC(C(=O)N[C@@H](Cc2ccccc2)C(=O)O)CC1 (some centres not stated),-6.2,-0.8,-8.2,11.0,i,-7.5,2.0,-1.4,5.0
COc1ccc(N=C2SC(C(=O)Nc3ccc4c(c3)OCO4)CC(=O)N2C)cc1 (configuration not stated),0.6&9.2,1.0&-2.1,11.0&6.7,-5.5&9.3,i,-1.9&-3.3,5.7&-1.5,0.7&0.4,-2.4&-1.0
Cc1ccc(S(=O)(=O)NCCN2CCOCC2)c(C)c1C,-2.2,-2.8,8.7,13.2,i,-0.3,-3.3,0.8,-4.2
O=C(CN1C(=O)c2cccnc2Oc2ccc(Cl)cc21)N1CCCC1,-0.8,-3.2,-0.4,-10.6,i,-2.8,-6.1,-4.2,-10.3
COC(=O)c1ccc(NS(=O)(=O)NC(=O)c2cn(C)c3ccccc23)cc1,-3.3,-1.5,3.6,-2.3,i,-0.7,0.9,4.8,1.2
CCC(=O)Nc1ccc(C(=O)CN2C(=O)NC3(CCOc4ccccc43)C2=O)cc1 (configuration not stated),-0.5,2.2,8.7,-22.4,i,-9.5,-21.2,-1.6,-10.6
COc1ccc(NC(=O)N(C)[C@H]2C[C@H]3c4[nH]c5ccccc5c4CCN3C(=O)[C@H]2CO)cc1,-3.0,-3.0,0.9,-4.4,i,-3.1,-5.5,-5.5,1.3
COc1ccc(CCC(=O)Nc2cc(Cl)ccc2OC)cc1,11.1,2.5,11.3,0.6,i,-1.3,7.7,-1.0,4.4
Cc1ccc(CNC(=O)CN(CCc2ccccc2)S(C)(=O)=O)cc1,-0.5,-0.3,-10.8,13.8,i,-2.9,8.6,3.8,7.3
COCC(C)NC(=O)c1ccccc1OC(C)=O (configuration not stated),-5.8,2.4,-1.7,-6.6,i,-5.1,4.0,-1.0,-10.2
COC(=O)[C@@]1(Cc2ccccc2)[C@H]2C(=O)N(C)C(=O)[C@H]2[C@H]2CN=C(SCc3ccc(Cl)cc3)N21,14.3,-3.0,2.8,2.5,i,-1.8,2.3,-6.9,-0.7
COc1ccccc1CNC(=O)N1CCN(c2ccccc2C)CC1,2.8,0.3,24.9,-7.6,i,-1.7,-2.1,0.1,-0.1
CCn1c(SCC(=O)Nc2cccc(NC(=O)c3ccco3)c2)nnc1-c1cccs1,-5.3,0.9,2.1,-8.0,i,-8.5,17.6,2.2,0.1
CC(C)C(OC(=O)c1ccco1)C(=O)NCc1ccccc1 (configuration not stated),-6.7,-3.6,-0.9,2.4,i,-2.0,14.4,3.3,-6.7
O=C(NNC(=O)c1csc(-c2cccnc2)n1)c1ccccc1,-2.4,-2.2,1.9,1.1,i,0.1,0.5,3.3,-11.5
C[C@@H]([C@H](O)c1ccccc1)N(C)C(=S)Nc1ccccc1,-6.7,1.4,-8.6,5.5,i,-4.7,-3.8,5.5,10.0
CCCCC[C@@H]1[C@H]2[C@H]3C(=O)N(c4ccccc4)C(=O)[C@H]3CC(=O)[C@H]2[C@H](c2ccccc2)N1S(=O)(=O)c1ccc(C)cc1,58.8*,1.4,-5.9,18.5,i,-3.6,-1.2,2.5,-2.5
Cc1ccc(OCc2ccc(C(=O)NNC(=S)NCC3CCCO3)o2)c([N+](=O)[O-])c1 (configuration not stated),1.5,-3.3,13.9,-61.6,i,-6.9,4.6,0.6,-13.4
CCOc1ccsc1C(=O)NNC(=O)c1ccco1,-10.5,3.4,13.8,4.1,i,-6.3,3.7,1.4,1.0
CCOC(=O)N1CCN(CCC(=O)Nc2cccc(C)c2)CC1,-8.3,-1.5,21.2,-4.3,i,0.6,4.0,0.6,-6.7
O=S1(=O)OCCC(c2ccccc2)N1Cc1ccccc1 (configuration not stated),6.3,3.8,4.9,-4.3,i,-0.1,21.3,0.5,-6.0
COc1ccc(CNc2nc(C)c([N+](=O)[O-])c(C)c2C#N)cc1,43.2,1.4,-0.3,2.2,i,-5.4,-4.8,1.1,-6.9
CCOc1ccc(CCNC(=O)COC(=O)c2ccco2)cc1OCC,-1.7,-1.4,11.9,-16.4,i,3.1,-2.7,2.8,-9.2
Cc1ccc(S(=O)(=O)N(C)C)cc1[N+](=O)[O-],-4.5,-0.8,-5.3,9.2,i,-3.4,-12.2,2.6,-7.0
Cc1ccc(NS(=O)(=O)c2c(C)[nH]c(=O)[nH]c2=O)c(Br)c1,-8.4,6.1,-2.3,-4.8,i,-2.4,-0.1,-3.3,0.4
C=CCc1cc(C)ccc1OCCn1ccnc1,-13.2,0.9,-23.9,7.0,i,-9.3,1.4,6.5,-1.0
O=C(Nc1nc(-c2cccs2)cs1)C1=COCCO1,-7.7,-2.9,10.2,0.4,i,-3.3,-9.2,-1.1,-5.8
CCCCOc1ccc(NC(=O)c2cnc(C)cn2)cc1,1.1,3.8,-8.8,-4.8,i,-1.6,6.6,6.4,-6.3
Cc1cc(/C=C(\C#N)C(=O)N2CCCCC2)cc(C)c1O,-2.5,-2.4,-13.2,-15.9,i,-4.7,18.0,-6.7,-1.5
CS(=O)(=O)Nc1ccc(C(=O)CC(=O)Nc2ccc([N+](=O)[O-])cc2)cc1,0.8,-4.8,-21.7,9.1,i,-12.2,-8.8,9.0,-1.1
CC(CCC(=O)NN)C1CCC2C3CCC4CC(O)CCC4(C)C3CCC12C (configuration not stated),5.5,-2.5,16.1,-8.5,i,-2.2,6.2,-1.3,-1.1
CCN(CCNS(=O)(=O)c1ccc2[nH]c(=O)sc2c1)c1ccccc1,2.2,-2.3,-2.4,-23.2,i,3.2,-0.7,0.4,3.9
O=C(NCc1ccco1)c1cc(-c2ccccc2)nn1CC1CC(c2cccnc2)=NO1 (configuration not stated),-9.0,0.3,-4.3,0.8,i,-2.1,-2.7,-6.5,-3.1
CNC1=C(N(C(C)=O)c2ccc(Br)cc2)C(=O)c2ccccc2C1=O,-6.9,-8.3,10.1,2.1,i,4.1,-5.7,-12.1,4.7
CC1=CC2=NC(=O)CC(C)(C(=O)N(CC(=O)NC(C)(C)C)Cc3ccccc3)N2C=C1 (configuration not stated),-2.2,2.7,-2.1,6.8,x,-1.3,8.7,1.4,1.7
CC1(C)CC(=O)c2cc(C(=O)N3CCN(CCO)CC3)c(=O)n(-c3ccc(Cl)cc3)c2C1,-9.2,0.6,-0.6,0.2,i,-1.6,-20.4,4.1,-0.3
Cc1ccccc1C(=O)NCC(=O)Nc1ccccc1C(F)(F)F,-5.1,0.2,6.1,7.8,i,-3.5,0.5,3.6,-2.2
Cc1ccnc2nc(C(=O)OCC(=O)N(Cc3ccccc3)C(C)(C)C)nn12,-3.9,2.5,-18.4,1.2,i,-5.0,0.2,9.5,-1.1
N#Cc1c(NC(=O)CSc2ncnc3sccc23)oc(-c2ccco2)c1-c1ccco1,19.7,0.0,13.4,-26.5,i,-1.5,-78.4,-53.6,-25.6
Cc1nnc(SCc2ccc([N+](=O)[O-])cc2)[nH]c1=O,1.8,3.6,-7.7,-2.6,i,-3.8,-2.1,3.1,-9.0
O=C(NC(Cc1ccccc1)C(=O)NCCc1ccccn1)c1ccccc1 (configuration not stated),-6.3,-0.6,4.4,-4.5,i,-5.3,-3.7,-0.6,3.3
COc1ccc(NC(=O)CCCCCn2nnc3ccccc3c2=O)cc1,-1.9,-1.5,0.9,-11.8,i,-2.5,14.6,0.5,6.6
CCCCOC(=O)Nc1ccc(S(=O)(=O)Nc2nc(C)cc(C)n2)cc1,-2.0,3.2,9.5,-1.6,i,1.6,10.5,2.0,-8.0
COc1ccc(Nc2nc(C)cc(C)c2C#N)cc1,-8.8,-2.9,1.9,17.3,i,-11.6,4.6,-4.6,-4.3
COc1ccccc1OCC(=O)Nc1ccc(CSc2ccccc2)cc1C,23.3,2.8,1.9,-2.4,i,-14.7,-3.5,0.3,3.8
COc1cccc(-c2noc(CCCC(=O)N3CCOCC3)n2)c1,-3.0,-2.5,2.8,1.9,i,-2.8,-12.1,-0.6,-13.5
COc1ccc([C@H]2CC(=O)C=C(c3ccc(-c4ccccc4)cc3)C2)cc1OC,19.2,4.6,3.8,2.5,i,-7.2,-4.7,-3.0,-1.5
COc1ccccc1CNC(c1ccccc1)c1ccccc1,15.8,-2.2,-7.1,-3.7,i,-4.9,3.0,-7.1,-0.3
O=C(O)C1CCCCC1C(=O)Nc1cnn(Cc2ccccc2)c1 (configuration not stated),-10.2,0.9,-5.5,6.7,i,-0.3,1.2,-0.5,2.0
Cc1ccc(S(=O)(=O)N2CCc3ccccc3C2)cc1C,20.0,-2.7,7.2,18.6,i,-1.7,1.6,-3.2,-0.6

# Among those listed so far, 2 contain a COOH group:
smiles,FAS TE block,Rin1 Abl inh,SKN-1 inh,MLLE-PAM2 inh,Neddylation inh,bovine MsrA act,CendR NRP1 mod,MT1-MMP act inh,E coli Lon inh
CCC(C)[C@H](NS(=O)(=O)c1ccc(C)cc1)C(=O)N1CCC(C(=O)N[C@@H](Cc2ccccc2)C(=O)O)CC1 (some centres not stated),-6.2,-0.8,-8.2,11.0,i,-7.5,2.0,-1.4,5.0
O=C(O)C1CCCCC1C(=O)Nc1cnn(Cc2ccccc2)c1 (configuration not stated),-10.2,0.9,-5.5,6.7,i,-0.3,1.2,-0.5,2.0
